Hck-Nef inh = inhibitors of human Hck kinase activated by Nef | Recombinant Hck-YEEI plus Nef, Z-Lyte FRET kinase assay | inhibition, % at 20 µM | 220,000 compounds, 0.68% hits | AID 463187;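 active = Hck-Nef kinase inhibition above about 50%, limit read from the data; inactive = inhibition below that limit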;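 also: 0% = DMSO with Hck plus Nef and 100% = Hck alone without Nef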
Target sequence (P08631 whole entry, looked up): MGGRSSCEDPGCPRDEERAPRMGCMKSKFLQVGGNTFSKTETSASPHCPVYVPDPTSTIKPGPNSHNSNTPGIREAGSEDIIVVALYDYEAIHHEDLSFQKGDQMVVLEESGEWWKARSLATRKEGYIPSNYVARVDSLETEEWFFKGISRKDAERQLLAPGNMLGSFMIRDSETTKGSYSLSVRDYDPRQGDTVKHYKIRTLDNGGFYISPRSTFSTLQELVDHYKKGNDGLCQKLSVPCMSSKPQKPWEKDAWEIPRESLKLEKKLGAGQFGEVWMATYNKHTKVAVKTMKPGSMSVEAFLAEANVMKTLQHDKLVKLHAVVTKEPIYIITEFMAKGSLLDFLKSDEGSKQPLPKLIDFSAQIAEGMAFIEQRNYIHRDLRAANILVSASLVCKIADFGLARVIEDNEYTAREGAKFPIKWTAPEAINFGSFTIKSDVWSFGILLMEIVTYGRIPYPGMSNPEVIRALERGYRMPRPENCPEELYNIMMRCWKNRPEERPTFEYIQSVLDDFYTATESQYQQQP
KLK5 inh = inhibitors of human kallikrein 5. recombinant hK5, fluorogenic AMC substrate cleavage. AID 873. inhibition, % at 5 µM. 210,000 compounds, 0.59% hits. Q9Y337;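 active = inhibition of 40% or more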;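 also: 0% = enzyme controls without compound and 100% = no-enzyme blanks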
Target sequence (Q9Y337 67-293 limits assumed): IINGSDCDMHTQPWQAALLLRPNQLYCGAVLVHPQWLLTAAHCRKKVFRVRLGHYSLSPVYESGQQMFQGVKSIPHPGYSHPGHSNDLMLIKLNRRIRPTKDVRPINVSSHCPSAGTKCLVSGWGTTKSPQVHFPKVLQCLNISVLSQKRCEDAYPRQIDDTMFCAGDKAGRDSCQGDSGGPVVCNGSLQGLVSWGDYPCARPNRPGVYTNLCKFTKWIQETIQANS
TNF death inh = TNF-alpha cell death inhibition in Jurkat FADD-/- cells | activation (protection from cell death), % at 10 µM | AID 463075 | Jurkat FADD-/- TNF necroptosis rescue, ATP luminescence, 24 h; 0 = TNF only, 100 = no-TNF cells | 220,000 compounds, 0.068% hits;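 active = activation, meaning protection from cell death, of at least 50% relative to plate controls; inactive = activation below 50%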;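 also: necroptosis triggered by 40 ng/mL TNF-alpha added together with compound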
FXIIa inh 1536 = factor XIIa (human) inhibition | inhibition, % at 5 µM | P00748 | purified FXIIa, Boc-QGR-AMC fluorogenic substrate, 2 h | 220,000 compounds, 0.3% hits; in the data active = inhibition above about 40%;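 also: 0% = enzyme with no compound and 100% = blank without enzyme; many of its hits are not listed in these tables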
L929 necroptosis = blocks zVAD induced death of L929 cells; 220,000 compounds, 0.38% hits; L929 zVAD necroptosis rescue, ATP luminescence, 24 h; with zVAD 60 µM; AID 1377; viability rescue, % at 10 µM;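 active = activation, scaled between plate controls, above about 75%, limit read from the data; inactive = activation under that limit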;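 also: 0% = zVAD with DMSO and 100% = DMSO alone without zVAD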
FXIa inh = inhibitors of human coagulation factor XIa; purified FXIa, Boc-Glu-Ala-Arg-AMC fluorogenic substrate; inhibition, % at 5 µM; 220,000 compounds, 0.14% hits;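 active = inhibition of at least 40%; inactive = inhibition below 40%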;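 also: fluorescence of freed AMC excited at 355 nm; 0% = enzyme without compound and 100% = no enzyme blank; many of its hits are not listed in these tables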
KCC2 mod = KCC2 (human) Cl- transport modulation. KCC2 cells, thallium flux FluoZin-2 fluorescence. AID 1456. B-score of Tl+ flux slope (higher = more flux/activation; lower = inhibition) at 10 µM. 190,000 compounds, 2.2% hits;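 active = thallium flux slope and its plate-corrected score both differing from the plate sample mean at a set confidence after two filtering rounds, in either direction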;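 also: slope of fluorescence scaled to starting intensity during 10 to 20 s after thallium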
Thrombin inh = inhibitors of human thrombin; 220,000 compounds, 0.26% hits; inhibition, % at 5 µM; alpha-thrombin, Boc-VPR-AMC fluorogenic substrate cleavage; P00734;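 active = inhibition at or above 40%; inactive = inhibition below 40%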;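 also: 0% = enzyme with no compound and 100% = wells without enzyme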
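Material: human alpha-thrombin protein. Incubation: reaction at ambient temperature. Technique: fluorescence of released AMC, ex 355 nm, em 460 nm. Control set: no-compound enzyme wells and no-enzyme blanks. Also added: Boc-VPR-AMC substrate, 15 µM final. Buffer or medium: pH 7.5 Tris (50 mM) with NaCl 150 mM, Tween 20 0.05%.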
Rad51 HR inh = Rad51 (human) homologous recombination inhibition; hRad51 DNA strand exchange, fluorescence dequenching; inhibition, % at 10 µM; 200,000 compounds, 0.085% hits; Q06609;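 active = inhibition above 40% at the single screening dose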;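 also: 0% = DMSO control wells and 100% = blanks with heterologous ssDNA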
Target sequence (Q06609 whole entry, looked up): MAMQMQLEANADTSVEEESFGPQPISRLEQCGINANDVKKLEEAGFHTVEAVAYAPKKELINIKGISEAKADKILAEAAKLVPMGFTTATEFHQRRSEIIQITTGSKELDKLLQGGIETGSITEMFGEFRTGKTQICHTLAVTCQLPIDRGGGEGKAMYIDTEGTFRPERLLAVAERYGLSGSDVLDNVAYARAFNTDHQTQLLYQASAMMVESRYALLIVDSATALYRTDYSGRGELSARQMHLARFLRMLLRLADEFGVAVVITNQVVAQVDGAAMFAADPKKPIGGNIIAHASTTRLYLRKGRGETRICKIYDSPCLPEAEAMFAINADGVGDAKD
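Test system: preformed human Rad51 ssDNA filaments. Compound dosing: single dose, 10 µM final compound. Incubation: filaments 15 min 37 °C, then compound 30 min. Technique: FRET fluorescence dequenching, excitation 485 nm, emission 520 nm. Read-out basis: percent inhibition from fluorescence, normalised to plate control and blank means. Benchmarks: plate controls and plate blanks.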
Starred values were filed as active, the others as inactive; x = not tested or not shown. Not all compounds are listed (hit frequency here may not be typical).

cpd | Structure | Hck-Nef inh | KLK5 inh | TNF death inh | FXIIa inh 1536 | L929 necroptosis | FXIa inh | KCC2 mod | Thrombin inh | Rad51 HR inh
1 | CCOC(=O)CC(NC(=O)c1cc2ccccc2oc1=O)c1cccc([N+](=O)[O-])c1 (stereo not drawn) | -1 | -23 | 2.1 | 11 | 1.2 | 11 | -2.4 | 0 | x
2 | COCCNC(=O)Cn1nc(C(F)(F)F)c(Cl)c1C | 0 | -8 | -0.5 | 10 | 1.6 | -7 | x | -6 | x
3 | CN(Cc1ccccc1)C(=O)COc1ccc(Br)cc1Cl | 19 | 0 | 2.5 | 9 | -0.3 | 1 | -2.9 | 2 | 9
4 | CC(C)(C)OC(=O)N1CCCN(C(=O)Nc2ccc(C(F)(F)F)cc2)CC1 | 11 | 0 | -0.3 | 4 | 3.8 | 7 | -0.2 | -1 | 13
5 | Cc1ccc(OCCNC(=O)c2cc(=O)[nH]c3ccccc23)cc1 | 21 | -3 | 0.3 | 11 | 1.4 | -2 | -0.7 | -8 | -10
6 | Cc1cc(C)cc(-n2nnc(C(=O)NCc3ccc(Cl)cc3)c2N)c1 | 1 | 3 | 3.3 | -7 | 0.8 | -5 | -0.45 | 0 | -6
7 | CC(C)CCNC(=O)CN(CCCN1CCOCC1)C(=O)Cn1nnc(-c2ccc(F)cc2)n1 | 1 | -30 | 0.7 | 4 | 1.4 | -5 | 0.86 | -4 | -12
8 | COc1ccc2c(c1)[nH]c1c(N3CCN(Cc4ccc5c(c4)OCO5)CC3)ncnc12 | 9 | -9 | -5.3 | 13 | 3.0 | 4 | x | -3 | -2
9 | CC(=O)NC(Cc1ccc(F)cc1)C(=O)NC1CCN(c2nnnn2-c2ccccc2)CC1 (stereo not drawn) | -26 | -24 | -0.6 | 11 | 0.5 | 3 | 0.043 | -8 | -3
10 | Cc1cc(-c2n[nH]c(=S)n2/N=C/c2ccc(Br)s2)n[nH]1 | 0 | -5 | 1.2 | 1 | 3.6 | -2 | 10* | -8 | 13
11 | CCCCN(CCCNC(=O)CN1C(=O)COc2ccccc21)c1ccccc1 | 2 | 4 | -0.1 | 5 | 0.4 | 1 | -0.17 | 0 | -1
12 | CCCn1nc(C(=O)OCC(=O)c2ccccc2)c2ccccc2c1=O | 0 | 3 | 0.1 | 7 | 1.1 | -1 | -1.6 | -3 | 4
13 | Cc1ccc(CNC(=O)c2cccnc2Cl)cc1 | 17 | 5 | 5.4 | 5 | 0.1 | -5 | -0.6 | -5 | 1
14 | CC(C)(C)c1ccc(C(=O)N/C(=C\c2ccco2)C(=O)O)cc1 | 26 | 13 | -0.6 | 7 | 2.0 | 1 | 0.6 | -4 | 5
15 | CCSc1nc(=S)cc(C)[nH]1 | 9 | 2 | -3.1 | 10 | 0.2 | 4 | 46* | 0 | x
16 | Cc1ccc(C(=O)NC(Cc2c[nH]c3ccccc23)C(=O)O)o1 (stereo not drawn) | 2 | -9 | -1.1 | -5 | -0.2 | 6 | 0.78 | -6 | 2
17 | CC1(C)CC(=O)C2=C(C1)Nc1ccccc1NC2c1nc2ccccc2[nH]1 (stereo not drawn) | 1 | -16 | -1.2 | 2 | -0.9 | -3 | -0.89 | -4 | 4
18 | O=C(c1cccs1)N1CCC(c2nc3c(nnn3Cc3ccccc3)c(=O)[nH]2)CC1 | 0 | 3 | 1.4 | -1 | 0.7 | -3 | -0.32 | -3 | -1
19 | CC1=C(C(=O)Nc2ccccc2)C(c2ccco2)n2ncnc2N1 (stereo not drawn) | 2 | -2 | -2.5 | -15 | 0.7 | -1 | 0.46 | -17 | -3
20 | C#CCOCCOCCOCCNc1nc(N2CCOCC2)nc(N2CCN(C(=O)[C@H](CCC(=O)O)n3cc(C(N)Cc4ccc(O)cc4)nn3)CC2)n1 (stereo partly drawn) | -6 | -5 | 0.7 | 0 | 0.7 | -4 | 1.4 | -4 | -6
21 | CCOC(=O)C1CCN(C(=S)Nc2ccccc2)CC1 | 19 | 2 | -0.6 | 13 | 0.6 | -3 | 0.089 | -2 | 0
22 | COc1cc(CNCc2cccs2)ccc1OCc1ccccc1 | 1 | 5 | -2.0 | 11 | 0.4 | 1 | -1 | -1 | -2
23 | CCN(CC)c1nc(-c2ccccn2)nc(-c2ccccc2)c1C#N | 23 | 0 | -0.3 | 4 | -1.2 | -2 | -2.6 | -9 | -9
24 | O=C(Oc1c(-c2ccccc2)c(=O)n2c3c(cccc13)CC2)c1cccc([N+](=O)[O-])c1 | -51 | -9 | -20 | 6 | 0.8 | 7 | -2.7 | 2 | 20
25 | CCN(CC)P(=O)(Nc1ccc(C)cc1Br)c1ccc(N(C)C)cc1NC(=O)c1ccco1 (stereo not drawn) | 24 | -2 | 1.7 | 3 | 0.5 | -3 | 0.0026 | 4 | 5
26 | O=C1C2C3C=CC(C3)C2C(=O)N1CC1CCCO1 (stereo not drawn) | -4 | -25 | 0.1 | 8 | -0.6 | -8 | 1.5 | -4 | -1
27 | Cc1ccc(OC(=O)c2oc3ccc(F)cc3c2C)c(C)c1 | -1 | -7 | -25 | 14 | 0.6 | 0 | x | 3 | 5
28 | CCOc1ccccc1OCCOc1ccccc1CC | 0 | -36 | -1.5 | 5 | 0.2 | -1 | 0.088 | -2 | x
29 | O=C(Nc1ccc(NC(=S)NC(=O)c2cccs2)cc1)c1ccccc1 | 1 | -5 | 1.1 | 4 | 0.1 | 5 | -0.051 | -4 | 6
30 | COc1cccc(/C=N/NC(=O)CC(=O)NCCc2ccccc2)c1OC | 3 | -9 | 1.8 | 4 | x | -2 | 0.018 | -4 | -30
31 | CSc1ccc(NC(=O)/C=C/C(=O)O)cc1 | 11 | -4 | 0.7 | 8 | -0.2 | -2 | 0.69 | -2 | 4
32 | CCCCN(CC)CCNS(=O)(=O)c1ccc2c(c1)oc(=O)n2C | 0 | -8 | 0.5 | 6 | 0.5 | 4 | x | 1 | -5
33 | COc1ccc(/C=C(\NC(=O)c2ccccc2Cl)C(=O)NCCCC(=O)O)cc1 | 26 | -7 | 1.5 | 6 | 6.7 | -6 | 0.56 | 1 | -8
34 | CC(=O)c1ccc(S(=O)(=O)N2CCNCC2)cc1 | 4 | -3 | 2.6 | 2 | 0.1 | 0 | x | -4 | -20
35 | CCCN(CC(=O)Nc1ccc(Cl)cc1Cl)C(=O)/C=C/c1ccco1 | -1 | -2 | -13 | 5 | 0.7 | -1 | 0.42 | -6 | -4
36 | O=C(Oc1ccccc1Cl)c1ccc(-n2cncn2)nc1 | 1 | -5 | -4.5 | 19 | 0.4 | 5 | -1.7 | 1 | -4
37 | COC(=O)[C@@H]1CC[C@H](C)[C@@H](c2ccc(C)cc2)N1C(=O)c1ccc(/C=N/O[C@@H](C)CN2CCCCc3nc(C)c(C)cc32)cc1 | 2 | -5 | -1.5 | 20 | -1.0 | 7 | 2.1 | 0 | x
38 | COc1cccc(CN(C)CC(=O)NC(=O)NCc2ccccc2)c1 | 4 | -14 | 2.4 | 13 | 0.9 | 5 | 0.56 | 1 | -5
39 | CCOC(=O)c1cnc(-c2ccccc2)nc1N1CC(C)OC(C)C1 (stereo not drawn) | 11 | -10 | -0.2 | -3 | 0.7 | 1 | -0.47 | -1 | 7
40 | Oc1ccc(O)c(-c2cnns2)c1 | 4 | -25 | -12 | 7 | -0.1 | 6 | 0.016 | -5 | x
41 | O=C(CSc1nnc(-c2cccc(S(=O)(=O)N3CCCCC3)c2)o1)c1ccc[nH]1 | 6 | -16 | 1.6 | -2 | -0.6 | 8 | -0.98 | -4 | -3
42 | COc1ccc(CCN(Cc2cccs2)S(=O)(=O)c2ccc(C(=O)O)cc2)cc1OC | 17 | -3 | 0.0 | 4 | 24 | -4 | -0.19 | -7 | 1
43 | COC(=O)c1cc(NC(=O)c2cc(-c3ccc(OC)cc3)oc2C(F)(F)F)ccc1N1CCOCC1 | 5 | 5 | 2.7 | 9 | 6.3 | 5 | -0.016 | -1 | 0
44 | O=C(Nc1ccccc1Br)C1CCC(=O)N1Cc1ccccc1Cl (stereo not drawn) | 2 | -13 | -1.8 | 16 | 0.5 | 7 | 0.37 | -1 | 1
45 | CCCc1cc2c(c(NC(C)=O)n1)c(=O)oc1ccccc12 | 2 | 5 | -3.2 | 15 | -0.1 | 6 | 0.81 | 7 | 3
46 | NS(=O)(=O)c1cc(C(=O)N=Nc2c(O)[nH]c3ccccc23)ccc1Cl | -7 | 0 | -12 | 8 | 23 | 3 | 0.16 | 2 | 0
47 | O=C(NCc1ccc(N2CCCC2=O)cc1)c1cn(Cc2ccccc2)nn1 | 5 | -15 | 0.6 | 23 | 1.8 | 12 | 0.25 | 4 | 0
48 | Cn1cc(Br)c(-c2cccc(N3C(=O)CC(C)(C)CC3=O)c2)n1 | -2 | -1 | -1.4 | 9 | -1.1 | 1 | -0.65 | 5 | 0
49 | CCC(=O)NC(=S)Nc1c(C)cc(Br)cc1C | -11 | -17 | 1.8 | -9 | 1.1 | -4 | 0.66 | -8 | 10
50 | COc1ccc(/C=N/n2c(-c3n[nH]c4c3CCC4)n[nH]c2=S)c(OC)c1OC | -145 | 2 | -1.9 | 7 | -0.5 | 5 | 0.61 | -2 | x
51 | CC(=O)Nc1ccc(OCC(O)Cn2c(C(C)C)nc3ccccc32)cc1 (stereo not drawn) | 19 | -8 | 1.0 | 0 | 0.9 | -6 | x | -3 | -2
52 | CCN(CC)C(C)C#CCC(c1ccccc1)c1ccccc1 (stereo not drawn) | 15 | -1 | 6.7 | 3 | 0.9 | -2 | -0.75 | -6 | x
53 | COc1ccc(Cc2nc(-c3ccc(Br)cc3)no2)cc1 | -14 | 9 | 1.5 | 4 | -1.2 | -15 | 0.016 | -4 | 5
54 | O=C(NCCc1ccccc1)c1ccc(Cl)c([N+](=O)[O-])c1 | 1 | 35 | 1.9 | 16 | -0.2 | 1 | x | 2 | 6
55 | O=C(CCCOc1ccc(Cl)cc1Cl)N1CCCc2ccccc21 | 8 | -1 | 1.9 | 13 | -0.2 | -4 | -0.6 | 1 | -10
56 | Cc1c(Cl)cccc1NC(=O)CNc1cccc(C(F)(F)F)c1 | 2 | 3 | 1.7 | 8 | -0.3 | 22 | 1.1 | 4 | -3
57 | CCOC(=O)c1sc(N2N=C(C)/C(=C\c3ccc(OCC(=O)OC)cc3)C2=O)nc1C | 1 | -7 | -4.1 | 11 | 3.1 | 5 | 0.75 | 1 | x
58 | COc1ccccc1CNC(=S)NC1CCCC1 | 1 | -4 | -0.8 | 7 | 0.5 | 4 | -0.66 | -6 | -5
59 | CC(=O)c1ccc(NC(=O)C(Cc2ccccc2)NC(=O)c2ccco2)cc1 (stereo not drawn) | -1 | 23 | -1.1 | 3 | 0.0 | -11 | -0.14 | -6 | 1

Full records, looked up by structure.
Cc1ccc(CNC(=O)c2cccnc2Cl)cc1 across the screens: Hck-Nef inh: 17; KLK5 inh: 5; TNF death inh: 5.4; FXIIa inh 1536: 5; L929 necroptosis: 0.1; FXIa inh: -5; KCC2 mod: -0.6; Thrombin inh: -5; Rad51 HR inh: 1
CCOC(=O)c1cnc(-c2ccccc2)nc1N1CC(C)OC(C)C1 (stereo not drawn) across the screens: Hck-Nef inh: 11; KLK5 inh: -10; TNF death inh: -0.2; FXIIa inh 1536: -3; L929 necroptosis: 0.7; FXIa inh: 1; KCC2 mod: -0.47; Thrombin inh: -1; Rad51 HR inh: 7
